Compound activity deposited in PubChem by University of Kansas High Throughput Screening Laboratory.
Pf apPOL inh: Pf-apPOL inhibitors, biochemical, fluorescence. inhibition, % at 10 µM. Plasmodium falciparum apicoplast DNA polymerase (apPOL). actives 0.25% (n = 210,000). AID 1794808, 2022. Recombinant Pf-apPOL, molecular beacon fluorescence, 1.5 h
mHTT CaM bind: mutant huntingtin-calmodulin interaction inhibitors – biochemical, AlphaScreen, primary screen; actives 3.6% (n = 190,000); P42858; AID 1671202, 2021; AlphaScreen His-mHTT/GST-CaM binding, luminescence; inhibition, % at 15 µM;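 further: 0% = both proteins with DMSO and 100% = one protein alone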
Target sequence (P42858 whole entry, looked up, stated change not applied): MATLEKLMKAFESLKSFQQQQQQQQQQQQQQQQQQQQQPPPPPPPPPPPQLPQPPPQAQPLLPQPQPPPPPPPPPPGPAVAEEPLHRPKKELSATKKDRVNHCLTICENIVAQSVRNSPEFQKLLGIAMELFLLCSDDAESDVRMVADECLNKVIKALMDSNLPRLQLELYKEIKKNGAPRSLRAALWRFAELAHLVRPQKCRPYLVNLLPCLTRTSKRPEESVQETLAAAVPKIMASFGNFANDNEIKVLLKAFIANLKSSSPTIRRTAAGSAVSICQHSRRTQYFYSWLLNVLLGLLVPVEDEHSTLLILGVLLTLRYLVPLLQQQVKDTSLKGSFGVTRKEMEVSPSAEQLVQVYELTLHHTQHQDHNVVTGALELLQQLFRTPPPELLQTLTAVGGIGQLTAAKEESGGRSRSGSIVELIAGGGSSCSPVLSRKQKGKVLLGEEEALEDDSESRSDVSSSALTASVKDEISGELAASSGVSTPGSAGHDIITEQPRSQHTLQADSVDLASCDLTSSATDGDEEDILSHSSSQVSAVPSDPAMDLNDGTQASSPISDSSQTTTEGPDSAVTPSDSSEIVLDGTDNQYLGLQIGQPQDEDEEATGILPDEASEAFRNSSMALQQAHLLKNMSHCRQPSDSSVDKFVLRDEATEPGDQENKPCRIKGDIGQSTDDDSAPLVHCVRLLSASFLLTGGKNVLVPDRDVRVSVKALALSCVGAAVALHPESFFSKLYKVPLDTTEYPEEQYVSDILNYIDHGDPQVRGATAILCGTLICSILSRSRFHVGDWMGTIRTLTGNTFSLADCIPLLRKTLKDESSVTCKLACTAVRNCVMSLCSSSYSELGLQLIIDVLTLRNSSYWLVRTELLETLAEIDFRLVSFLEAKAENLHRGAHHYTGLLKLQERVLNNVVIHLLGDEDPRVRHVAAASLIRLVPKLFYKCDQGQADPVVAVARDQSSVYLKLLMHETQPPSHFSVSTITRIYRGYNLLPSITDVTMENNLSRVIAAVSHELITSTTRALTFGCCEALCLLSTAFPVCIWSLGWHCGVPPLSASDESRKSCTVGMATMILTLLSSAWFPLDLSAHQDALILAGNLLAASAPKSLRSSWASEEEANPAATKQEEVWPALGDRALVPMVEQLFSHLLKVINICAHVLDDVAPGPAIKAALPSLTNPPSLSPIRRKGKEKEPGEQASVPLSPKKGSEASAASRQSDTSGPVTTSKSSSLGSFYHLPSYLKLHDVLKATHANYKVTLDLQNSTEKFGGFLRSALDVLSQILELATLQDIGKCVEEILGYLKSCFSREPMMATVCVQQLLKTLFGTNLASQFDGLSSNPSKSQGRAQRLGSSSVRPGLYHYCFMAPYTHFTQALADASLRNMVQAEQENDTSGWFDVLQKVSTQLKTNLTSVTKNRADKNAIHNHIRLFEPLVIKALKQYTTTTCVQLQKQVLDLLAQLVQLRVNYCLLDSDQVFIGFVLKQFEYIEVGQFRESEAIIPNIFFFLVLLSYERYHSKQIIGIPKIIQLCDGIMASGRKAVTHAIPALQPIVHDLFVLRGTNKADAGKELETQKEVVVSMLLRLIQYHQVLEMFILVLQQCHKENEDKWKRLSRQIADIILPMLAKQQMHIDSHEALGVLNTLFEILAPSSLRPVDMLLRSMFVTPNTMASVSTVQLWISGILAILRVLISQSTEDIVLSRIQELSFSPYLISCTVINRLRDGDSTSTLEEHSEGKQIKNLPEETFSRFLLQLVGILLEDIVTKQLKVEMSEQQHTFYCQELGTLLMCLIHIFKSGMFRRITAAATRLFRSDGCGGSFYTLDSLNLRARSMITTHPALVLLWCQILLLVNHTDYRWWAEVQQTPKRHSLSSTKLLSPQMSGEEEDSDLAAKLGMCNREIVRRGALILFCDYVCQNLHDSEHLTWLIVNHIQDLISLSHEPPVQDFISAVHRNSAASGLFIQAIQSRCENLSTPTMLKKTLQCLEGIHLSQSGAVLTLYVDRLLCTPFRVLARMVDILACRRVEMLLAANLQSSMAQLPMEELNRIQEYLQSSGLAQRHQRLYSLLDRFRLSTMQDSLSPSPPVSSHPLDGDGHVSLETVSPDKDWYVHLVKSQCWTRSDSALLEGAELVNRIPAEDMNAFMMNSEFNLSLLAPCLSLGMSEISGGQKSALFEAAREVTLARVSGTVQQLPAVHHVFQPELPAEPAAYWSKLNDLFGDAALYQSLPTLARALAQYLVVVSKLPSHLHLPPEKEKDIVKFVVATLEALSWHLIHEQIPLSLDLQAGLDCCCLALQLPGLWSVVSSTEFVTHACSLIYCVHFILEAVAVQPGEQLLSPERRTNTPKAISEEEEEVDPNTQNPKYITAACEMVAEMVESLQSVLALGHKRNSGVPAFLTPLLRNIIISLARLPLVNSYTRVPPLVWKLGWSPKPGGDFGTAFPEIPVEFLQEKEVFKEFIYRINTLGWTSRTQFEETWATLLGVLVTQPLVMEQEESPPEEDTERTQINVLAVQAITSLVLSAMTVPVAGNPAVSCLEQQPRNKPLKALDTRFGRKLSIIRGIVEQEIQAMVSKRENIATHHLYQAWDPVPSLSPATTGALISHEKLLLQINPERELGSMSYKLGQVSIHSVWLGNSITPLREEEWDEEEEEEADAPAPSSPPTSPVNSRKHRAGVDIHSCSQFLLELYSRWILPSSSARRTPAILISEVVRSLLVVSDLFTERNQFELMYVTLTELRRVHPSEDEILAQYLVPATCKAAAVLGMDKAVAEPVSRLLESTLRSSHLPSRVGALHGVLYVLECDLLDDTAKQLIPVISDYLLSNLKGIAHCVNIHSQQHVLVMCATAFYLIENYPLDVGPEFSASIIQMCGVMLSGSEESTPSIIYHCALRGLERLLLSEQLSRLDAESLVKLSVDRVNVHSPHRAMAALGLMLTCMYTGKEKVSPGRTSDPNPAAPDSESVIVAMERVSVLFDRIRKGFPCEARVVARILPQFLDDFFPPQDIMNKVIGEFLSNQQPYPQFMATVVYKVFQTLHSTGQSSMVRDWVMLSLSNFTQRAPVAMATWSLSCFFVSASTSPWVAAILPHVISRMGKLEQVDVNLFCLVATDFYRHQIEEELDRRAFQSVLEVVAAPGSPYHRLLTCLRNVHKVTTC
The depositor's hits bear a star; · = no result given; & = joins results of further samples. No stated cut-off is given here; in the data, active means inhibition above about 50%; inactive means the rest. An excerpt (hit frequency here may not be typical).

| Compound | Pf apPOL inh | mHTT CaM bind |
| --- | --- | --- |
| O=C(CCc1ccccc1)Nc1ccccc1-c1ccccc1 | -2.6 | -34.8 |
| Cc1ccc(NC(=O)N2CCCC(CCC(=O)NCc3ccccc3Cl)C2)cc1 (centres undefined) | -8.8 | -10.7 |
| Cc1cc(NC(=O)c2ccc(C(=O)Nc3cc(C)on3)cc2)no1 | 3.4 | 0.9 |
| COc1ccc(NC(=O)CCCn2c(=O)c3sccc3n(Cc3ccc(C)cc3C)c2=O)cc1 | -0.9 | 27.0 |
| CC(C)c1ccc(N2C=C(C#N)S(=O)(=O)c3c(F)cccc32)cc1 | -0.3 | -0.4 |
| COc1ccc(C(=O)Nc2ccc(Cc3ccncc3)cc2)c(OC)c1OC | -1.2 | 4.7 |
| CCN1C(=O)Cc2cc(C(=O)N3CCCC3)ccc21 | -3.1 | -8.8 |
| Cc1ccc(O)c(CN2CCCn3cccc3C2c2cccc(O)c2)c1 (centres undefined) | -3.9 | 100.3* |
| CC1=C(C(=O)Nc2cc(C)ccc2C)C2(CCCCC2)OC1=O | -0.2 | -11.8 |
| O=C1/C(=C/c2cccc([N+](=O)[O-])c2)Cc2ccccc21 | -5.6 | 25.0 |
| Cc1cc(=O)n2c(n1)SCC2CC(=O)N1CCN(c2ccccc2Cl)CC1 (centres undefined) | 2.5 | -9.5 |
| O=C(c1ccccc1)N1CCCC(c2ccnc(-c3ccccc3)n2)C1 (centres undefined) | -2.7 | 31.1 |
| COc1ccc(CN(C)C(c2ccccc2)c2nnnn2-c2ccccc2C)c(OC)c1C (centres undefined) | -3.9 | 3.5 |
| Cc1ccc(NC(=O)c2sc3nc[nH]c(=O)c3c2C)c(C)c1 | -4.0 | 0.0 |
| CCn1c(=O)c2c(ncn2Cc2cccc(C)c2)n(-c2ccccc2C)c1=O | -2.6 | 6.9 |
| CC(c1ccccc1)N1C(=O)c2ccccc2C1C(=O)NC1CCCCC1 (centres undefined) | -1.6 | 12.0 |
| CCC1(C)OC(=O)N(CCOC23CC4CC(CC(C4)C2)C3)C1(C)O (centres undefined) | 3.7 | -5.0 |
| COCCCNC(=O)c1cc(OC)cc(OC)c1 | 0.7 | 3.9 |
| O=C1/C(=C/c2cccs2)CS/C1=C\c1cccs1 | -9.6 | 39.0 |
| O=C(Nc1ccc(C(F)(F)F)cc1)N1CCc2c(nc(-c3ccc(F)cc3)[nH]c2=O)C1 | 2.3 | -7.6 |
| CCCNC(=O)c1ccccc1NC(=O)Nc1ccc(Cl)cc1 | 30.4 | -4.7 |
| CCN1CCCC1CNS(=O)(=O)c1ccc2c(c1)CCN2C(=O)C1CC1 (centres undefined) | 6.6 | 4.0 |
| Clc1cc(NCc2cccnc2)ccc1N1CCOCC1 | -4.2 | 13.0 |
| Cc1nn(C)c2c(=O)n(CC(=O)Nc3cccc(F)c3)ccc12 | -2.9 | -3.6 |
| CCn1nc(C(=O)Nc2nnc(-c3cc4ccccc4o3)o2)cc1C | -3.0 | -8.7 |
| COc1ccc(C)cc1NC(=O)c1cc(S(=O)(=O)N2CCC3(CC2)OCCO3)ccc1F | 34.1 | 13.0 |
| Cc1ccc(S(=O)(=O)N2CCC(CN3CCCC(C)C3)CC2)cc1C (centres undefined) | 1.7 | 0.0 |
| O=[N+]([O-])c1cccc(C2Oc3ccccc3C3CC(c4cccnc4)=NN32)c1 (centres undefined) | -2.5 | 43.6 |
| O=C(Nc1ccc2c(c1)OCCO2)c1cn(-c2ccc(F)cc2F)c(=O)c2ccccc12 | -0.4 | 9.0 |
| COc1ccc(C2C3=C(NC(=O)C2C(N)=O)C(C(C)C)CCC3C)cc1 (centres undefined) | -9.2 | 13.0 |
| Cc1ccc2nc(NC(=O)c3ccc(NC(=O)C4CCCO4)cc3)sc2c1 (centres undefined) | -3.7 | 4.0 |
| COc1ccc2[nH]c(=O)cc(C)c2c1 | 2.5 | -6.1 |
| O=C(Cc1ccccc1)NC1C2CC3CC(C2)CC1C3 (centres undefined) | -70.1 | -4.4 |
| O=C(Nc1ccc(Nc2cc(-n3ccnc3)ncn2)cc1)c1ccco1 | -5.9 | -6.0 |
| C#CCOc1cc([N+](=O)[O-])ccc1N | 3.3 | 11.4 |
| Cc1ccc(C2C(C#N)C(=O)NC(=O)C2[n+]2ccccc2)cc1 (centres undefined) | -7.8 | -1.0 |
| N#CCCN(Cc1ccncc1)C(=S)Nc1ccc(F)cc1 | -4.6 | · |
| CC(C)CNC(=O)N1CCc2c(c(-c3nc(C4CC4)no3)nn2C)C1 | -0.4 | 0.4 |
| COCc1cc(C)nc2sc(C(=O)Nc3cccc(C(F)(F)F)c3)c(N)c12 | 12.3 | -22.0 |
| CC(C)CN1C(=O)CCc2cc(NC(=O)C3CCCCC3)ccc21 | -0.7 | 7.7 |
| Cc1cc(C(c2ccccc2)c2cc(C)c(N)c(C)c2)cc(C)c1N | -4.2 | 80.4* |
| Cc1[nH]c2ccccc2c1SCCNC(=O)/C=C/c1ccc2c(c1)OCO2 | -6.8 | 44.0 |
| CC(=O)N1CCC(NC(=O)NC(C)(C)C)C1 (centres undefined) | -2.7 | -4.1 |
| O=C(CSc1nc2ccsc2c(=O)n1-c1ccc(Br)cc1)N1CCCC1 | 8.2 | 8.0 |
| CNC(=O)c1cccc(N2CCNC(c3ccccc3)C2)n1 (centres undefined) | -7.5 | 1.4 |
| COc1ccc(/C=C2/N=C(c3cc([N+](=O)[O-])ccc3OC)OC2=O)cc1OC | -2.1 | -1.0 |
| CC(C)N1CCN(c2ncccc2-c2nnc(-c3ccc(Cl)cc3)o2)CC1 | -9.6 | 4.9 |
| COc1ccc(-c2cc(=O)[nH]c(SCC(=O)Nc3ccc(Br)cc3)n2)cc1 | -7.4 | 0.6 |
| Cc1ccc(CNC(=O)c2ccnc(N3CCNC(c4ccccc4)C3)c2)cc1 (centres undefined) | -4.0 | 35.5 |
| O=c1cc(O)c2sc3nc(-c4ccccc4)ccc3c2[nH]1 | · | -7.5 |

Following part
| Compound | Pf apPOL inh | mHTT CaM bind |
| --- | --- | --- |
| Cc1ccc(C(C)NC(=O)c2oc3c(c2C)-c2nc(C)sc2CC3)cc1 (centres undefined) | -2.6 | -13.2 |
| CCN(CC)CCN=C(NO)c1nonc1N | · | -5.3 |
| O=c1[nH]nc(CSc2ccc([N+](=O)[O-])cc2)[nH]1 | -6.2 | -5.8&1.9 |
| COCc1cc(C)nc(SCC(=O)NC(C)(C)C)c1C#N | 2.5 | -6.5 |
| CC1(C)CC2CC(C)(C)N1CCOC(=O)CCC(=O)O2 | -4.8 | -5.0 |
| O=C(C[C@H]1C(=O)N(c2ccccc2)C[C@@H]1Cc1ccccc1)Nc1ccc(Br)cc1 | 1.5 | 2.4 |
| CC(C)C(=O)N1CCCN(C2CCN(Cc3ccccc3)C2=O)CC1 (centres undefined) | 2.5 | -4.2 |
| CCc1cc2c(=O)c(-c3nc4ccccc4n3C)c(COCC(=O)O)oc2cc1OC(=O)C(C)(C)C | -3.0 | 51.4* |
| COc1ccc(CCNC(=O)C(=O)NCc2n[nH]c(=O)c3ccccc23)cc1OC | -4.0 | -4.9 |
| COc1cccc(C(=O)NCC2Cc3cc(OC)ccc3O2)c1 (centres undefined) | -3.4 | -0.8 |
| COc1ccc2c(c1)CN1C(=O)N(Cc3ccc(F)cc3)S(=O)(=O)CC21 (centres undefined) | -1.5 | 4.6 |
| COc1cc(N/C=C(\C#N)c2nc(-c3ccc(F)cc3)cs2)c(OC)cc1Cl | -1.3 | 1.0 |
| Cc1onc(-c2ccccc2)c1CNS(=O)(=O)c1c(Cl)nc2sccn12 | -3.4 | · |
| CSc1nsc(SC)c1C(=O)Nc1nn(C)c2cccc(F)c12 | -10.2 | · |
| O=C(NCCN1CCN(S(=O)(=O)c2ccc(Cl)cc2)CC1)C(=O)Nc1ccc(F)cc1 | -0.1 | -4.0 |
| Cc1cc(C)nc(SCC(=O)Nc2ccc(S(=O)(=O)NC(C)(C)C)cc2)n1 | -5.6 | -2.3 |
| COc1cc(Nc2ncnc(N)n2)cc(OC)c1OC | -6.7&-5.7 | · |
| Nc1cc(-c2ccccc2)nn1-c1ccccc1 | -8.1 | 24.1 |
| COc1ccccc1C1SCCN1S(=O)(=O)c1cccc(C(F)(F)F)c1 (centres undefined) | -0.6 | -24.0 |
| Cc1nccn1-c1ccc(CNC(=O)C2CCOC2)cc1 (centres undefined) | -0.8 | 1.9 |
| O=C(Nc1c2c(nn1-c1ccc(F)cc1)CS(=O)C2)c1ccc(F)cc1 (centres undefined) | -1.9 | -3.0 |
| Cc1cc(C)n(-c2cc(N3CCN(C(=O)c4cccs4)CC3)ccc2[N+](=O)[O-])n1 | -7.3 | 12.3 |
| CNC(=O)c1c(NC(=O)C2CC2)sc(C)c1C | 2.3 | 0.6 |
| O=C1CC(c2noc(-c3ccccn3)n2)CN1c1ccc(F)cc1 (centres undefined) | 1.7 | -1.7 |
| Cc1ccc2nsnc2c1NC(=O)c1cc(Br)ccc1Cl | -0.7 | 11.0 |
| CCC(=O)NCc1nc2c(n1CC)CN(S(=O)(=O)c1ccc(C)cc1C)CC2 | -9.0 | 0.8 |
| CN1C(=O)c2ccccc2Oc2ccc(NC(=O)c3ccoc3)cc21 | -8.1 | 1.9 |
| Cc1noc(C2CN(C(=O)Nc3ccc(C)c(F)c3)CC23CCOCC3)n1 (centres undefined) | 1.5 | 1.4 |
| Clc1cc(Br)ccc1OCCCCN1CCCC1 | -1.7 | 2.5 |
| COc1ccc(OC)c(NC2=NS(=O)(=O)c3cc([N+](=O)[O-])ccc32)c1 | -0.2 | 2.0 |
| NCC(O)COCCN1CCOCC1 (centres undefined) | -12.0 | -4.5 |
| CN(C)C(=O)c1cc2c(s1)CCC(C(=O)NCc1ccc(F)cc1)C2 (centres undefined) | -6.8 | 0.4 |
| Nc1ccc(S(=O)(=O)NCc2ccccn2)cc1 | -9.4 | 3.0 |
| CN1CCC(N2CCN(C(=O)c3ccc4c(ccc(=O)n4C)c3)CC2)CC1 | -2.7 | -0.5 |
| COc1cc(NS(=O)(=O)c2ccc(NC(=O)c3cccc(F)c3)cc2)nc(OC)n1 | -8.1 | -3.0 |
| COCCOCC1CCN(C(=O)c2cccc(N(C)C)c2)CC1 | -6.6 | -11.5 |
| O=C(Nc1cccc(Cl)c1)c1ccc(F)c(S(=O)(=O)NCc2cccnc2)c1 | -2.0 | 6.0 |
| O=C(CSCc1ccc(C(=O)O)cc1)Nc1ccccc1 | -1.8 | -2.8 |
| Cc1nccn1CCOCCOc1ccccc1C(C)(C)C | -4.1 | 11.2 |
| CC1=C(C(=O)Nc2ccc(C)c(Cl)c2)C2(CCC(C)CC2)OC1=O (centres undefined) | 4.2 | 41.7 |
| c1ccc(-c2nccnc2-c2ccccc2)cc1 | -5.6 | · |
| O=C1NC(=O)N(Cc2ccco2)C(=O)/C1=C/c1cn(CCOc2ccc(F)cc2)c2ccccc12 | -1.9 | 25.0 |
| CCN(C)c1nc(-c2cccc(F)c2)c2c(N)n(-c3cccc(F)c3)nc2n1 | 2.4 | 57.1* |
| Cc1cc(NC(=O)CCCN2C(=O)c3cccnc3C2=O)no1 | -56.5 | 5.0 |
| CCc1nnc(NS(=O)(=O)c2ccc(NC(=O)COc3ccc(Cl)cc3C)cc2)s1 | -9.0 | 4.7 |
| CC(Oc1cccc(Cl)c1)C(=O)N1CCn2cnnc2C1 (centres undefined) | 0.0 | -10.7 |
| Cc1noc(-c2cccn3c(=O)n(Cc4noc(-c5ccccc5C)n4)nc23)n1 | -9.0 | 44.5 |
| Cc1cccc(S(=O)(=O)N2CCSC2c2ccccc2)c1 (centres undefined) | 95.2* | -45.0 |
| COC(CNC(=O)c1ccc2c(c1)ncn2-c1cccc(C)c1)OC | 26.9 | -1.0 |
| COc1ccc(-c2nc3c(c(=O)[nH]2)CCN(C(=O)c2ccccn2)C3)cc1 | -2.1 | -4.6 |

(list continues)
| Compound | Pf apPOL inh | mHTT CaM bind |
| --- | --- | --- |
| COc1cc(C(=O)NC(C)C(=O)O)cc(OC)c1OC (centres undefined) | -4.6 | -4.5 |
| COc1cc(CNC(=O)c2ccc3c(c2)N(C)C(=O)C2CCCCN32)cc(OC)c1OC (centres undefined) | 0.4 | 22.8 |
| CC1CN(C)CCN1CC1CCN(C(=O)CCC2CCCCC2)CC1 (centres undefined) | -2.6 | 6.7 |
| O=C1OC2CC1N(C(=O)c1c(F)cccc1Cl)C2 (centres undefined) | -1.5 | -8.8 |
| O=C(C[n+]1cccc2ccccc21)c1ccc(Br)cc1 | 1.1 | 6.0 |
| Cc1nc2ccccc2n1C1CC(=O)N(c2ccc(F)cc2)C1=O (centres undefined) | -5.9 | · |
| CC(C)NCC(O)COC(C)(C)C (centres undefined) | -9.3 | -0.1 |
| Cc1cc(C)c2c(N3CCCCC3)nc(C(=O)NCC3CC3)nc2n1 | -4.9 | -10.2 |
